# Screening data from PubChem.
# hcDAF12 agonist: activators of H. contortus DAF-12 nuclear receptor; AID 652067; hit rate 1.4% among 370,000; HEK293 hcDAF-12 lit1-tk-luc reporter, luminescence; 0% DMSO, 100% Δ7-dafachronic acid; activation, % at 6.8 µM;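 active = activation above the mean of all tested compounds plus 3 SD, cut at about 5.5% in these data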;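 note: 100% = response to 3 µM Δ7-dafachronic acid high control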
# HGIII-sPLA2 inh: Inhibits HGIII-sPLA2 liposome hydrolysis, primary screen; Q9NZ20; QFRET BODIPY PC-A2 liposome hydrolysis, fluorescence; inhibition, % at 12.2 µM; hit rate 0.56% among 370,000; AID 743126;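 active = inhibition above mean plus 3 SD of compounds lying within the high and low control bounds, cut at about 19% in these data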;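 note: 0% = median of test compound wells and 100% = no enzyme DMSO wells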
# ssDAF-12 act: activators of S. stercoralis DAF-12 nuclear receptor; HEK293 ssDAF-12/GRIP1 lit1-tk-luc reporter, luminescence; % of 3 µM dafachronic acid response; activation, % at 6.8 µM; hit rate 1% among 370,000; AID 652126;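 active = activation above the mean over all tested compounds plus 3 SD, cut at about 0.9% in these data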;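 note: 0% = DMSO-only wells and 100% = 3 µM delta7-dafachronic acid wells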
# GC-A act: GC-A (human) enzyme activation; activation, % at 10 µM; AID 1671463; hit rate 0.14% among 370,000; P16066; HEK293 GC-A cells, cGMP TR-FRET, EC30 ANP; 0% at EC30 ANP, 100% saturating ANP; in the data active = activation above about 40%
# GC-B act: GC-B (human) receptor activation; P20594; HEK293-GC-B cells, CNP EC30, cGMP TR-FRET; 0% at EC30 CNP, 100% saturating CNP; activation, % at 10 µM; hit rate 0.11% among 370,000;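 active = activation at 10 µM reaching about 35% in either raw or pattern-adjusted values, limit read from the data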
# Target sequence (P20594 whole entry, looked up): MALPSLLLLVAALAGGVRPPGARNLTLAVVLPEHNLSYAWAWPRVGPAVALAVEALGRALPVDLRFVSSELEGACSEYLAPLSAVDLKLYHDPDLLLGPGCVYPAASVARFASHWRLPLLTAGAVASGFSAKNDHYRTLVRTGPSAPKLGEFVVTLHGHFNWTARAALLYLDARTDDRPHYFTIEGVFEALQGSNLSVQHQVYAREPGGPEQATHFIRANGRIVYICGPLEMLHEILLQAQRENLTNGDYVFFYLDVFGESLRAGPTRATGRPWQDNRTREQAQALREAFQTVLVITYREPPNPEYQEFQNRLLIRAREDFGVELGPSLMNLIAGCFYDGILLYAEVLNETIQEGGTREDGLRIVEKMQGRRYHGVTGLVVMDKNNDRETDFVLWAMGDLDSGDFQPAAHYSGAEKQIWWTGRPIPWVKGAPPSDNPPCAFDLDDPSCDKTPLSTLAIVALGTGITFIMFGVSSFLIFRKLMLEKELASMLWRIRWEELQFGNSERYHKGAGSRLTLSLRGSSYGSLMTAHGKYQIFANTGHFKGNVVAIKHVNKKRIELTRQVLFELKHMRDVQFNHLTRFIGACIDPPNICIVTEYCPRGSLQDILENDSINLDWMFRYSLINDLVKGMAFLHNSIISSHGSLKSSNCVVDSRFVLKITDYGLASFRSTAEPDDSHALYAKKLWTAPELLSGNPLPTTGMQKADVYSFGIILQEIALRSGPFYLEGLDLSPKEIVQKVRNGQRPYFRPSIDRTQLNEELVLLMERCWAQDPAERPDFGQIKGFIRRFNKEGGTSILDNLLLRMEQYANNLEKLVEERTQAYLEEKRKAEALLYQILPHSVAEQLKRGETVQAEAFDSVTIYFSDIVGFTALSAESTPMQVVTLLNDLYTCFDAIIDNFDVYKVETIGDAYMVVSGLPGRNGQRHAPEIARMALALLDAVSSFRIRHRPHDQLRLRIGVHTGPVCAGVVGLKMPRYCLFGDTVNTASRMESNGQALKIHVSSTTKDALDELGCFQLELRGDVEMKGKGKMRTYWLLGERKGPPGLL
# FXN GAA850 act: increases GAA850 frataxin promoter reporter activity | HEK293 lucGAA850 FXN promoter luciferase reporter, 24 h; percent of 10 µM SAHA response | hit rate 0.56% among 360,000 | activation, % at 6 µM | AID 540364;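 active = activation above the average of all compounds screened plus 3 SD, cutoff fixed separately per campaign, cut at about 7.5% in these data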;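 note: 0% = DMSO wells and 100% = 10 µM SAHA wells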
# DAX1 inh-1: blocks DAX1 repression of SF-1 activated StAR promoter. hit rate 1.1% among 370,000. HEK293T StAR-luciferase reporter, SF-1/DAX-1 repression relief. AID 652010. inhibition, % at 6.8 µM;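 active = inhibition above the mean over all tested compounds plus 3 SD, cut at about 3.6% in these data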;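 note: 0% = DAX-1 cells with DMSO and 100% = cells lacking DAX-1 with DMSO; higher inhibition means more luminescence from relief of DAX-1 repression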
# DAX1 inh-2: inhibits human nuclear receptor DAX1; HEK293 Gal4-DAX1 luciferase reporter, luminescence; inhibition, % at 6.75 µM; hit rate 0.99% among 340,000; AID 504766;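 active = inhibition above the mean over all tested compounds plus 3 SD, cut at about 4.2% in these data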;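 note: 0% = DAX1-transfected cells with DMSO and 100% = empty-vector control cells with DMSO; inhibition shows as a rise in luminescence from relieved DAX1 repression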
# hgDAF12 agonist: hgDAF-12 agonism, primary luciferase screen; activation, % at 6.8 µM; AID 687014; hit rate 1.8% among 370,000; HEK293 GAL4-hgDAF12 UAS-luciferase reporter, agonist luminescence; normalized to butyrate control;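 active = activation above a cutoff set at the mean of all screened compounds plus 3 SD, cut at about 10% in these data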;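 note: 0% = DMSO wells and 100% = sodium butyrate wells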
# ADAM10 inh: ADAM10 inhibition, QFRET primary screen; hit rate 0.62% among 370,000; AID 720582; inhibition, % at 7 µM; recombinant ADAM10, EDANS/DABCYL FRET peptide cleavage, 3 h;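 active = inhibition above a per-campaign cutoff equal to the mean of compounds falling between control-based bounds plus 3 SD, cut at about 20% in these data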;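 note: 0% = DMSO wells while the 100% control is not disclosed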
# SMARCA2 act: increases SMARCA2 function in MMTV reporter cells | MG213 cells, MMTV-luciferase reporter, dexamethasone, overnight | activation, % at 9.1 µM | hit rate 1% among 370,000 | AID 652017; in the data active = activation above about 7.8%;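 note: 0% = vehicle wells and 100% = reference activator wells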
# * = called active by the depositor; / = no result given.
no.	mol	hcDAF12 agonist	HGIII-sPLA2 inh	ssDAF-12 act	GC-A act	GC-B act	FXN GAA850 act	DAX1 inh-1	DAX1 inh-2	hgDAF12 agonist	ADAM10 inh	SMARCA2 act
1	CC(C)(CN1CCCCC1)NS(=O)(=O)c1ccc(Cl)cc1	-1.4	-3	-1.1	4	0	-0.2	-0.8	0.2	0.8	0	-3
2	Cc1ccc(C)c(C(=O)COC(=O)CNS(=O)(=O)c2ccccc2)c1	-0.7	-14	-0.7	2	0	2.7	-0.1	1.4	-0.5	6	0
3	COc1ccc(-c2nn(-c3ccccc3)cc2/C=C\C(=O)Nc2ccc(C(=O)O)cc2)cc1	-0.4	-18	-1.3	-2	-3	3.5	-0.2	/	0.9	-4	-2
4	FC(F)(F)c1ccc(/C=N/NC(=S)NC2CCCCC2)cc1	-0.2	0	-0.4	3	3	1.9	-0.2	-0.3	0.7	-5	3
5	Cc1noc(C)c1CC(=O)N1CCCC(C(=O)c2ccc(C(C)(C)C)cc2)C1 (configuration not stated)	-3.0	-3	-1.9	-2	0	0.3	-1.1	-0.8	-1.2	7	-1
6	O=C(COc1nc2ccccc2nc1N1CCOCC1)Nc1cccc(S(=O)(=O)N2CCCCC2)c1	-3.4	-24	-0.1	0	1	0.8	-0.2	-1.2	-3.5	9	-2
7	COC(=O)C1CC2=C(CCCC2=O)N(Cc2ccccc2)C1=O (configuration not stated)	-1.0	-3	-1.5	-4	1	-0.9	1.0	-1.1	-4.5	-26	-5
8	Cc1c(C(=O)C(=O)NCc2ccco2)c2ccccc2n1C	-1.1	0	-1.0	1	-5	0.1	0.1	1.1	2.0	2	5
9	Cc1ccc(OCC(=O)N/N=C/c2cccnc2)cc1	2.1	12	0.0	1	-1	-0.2	0.6	-0.4	-1.0	0	-2
10	COc1ccc(NC(=O)c2cn(C)c(=O)c3cc(OC)c(OC)cc23)c(OC)c1	-0.5	2	-1.1	6	8	0.4	-0.2	0.9	-1.5	-2	4
11	CSc1ccccc1C(=O)N1CCN(c2ncccn2)CC1	-0.9	3	-1.6	2	-4	0.7	0.5	1.0	-4.7	-12	-5
12	Oc1ccc(Cl)cc1CNc1cnc2ccccc2c1	-2.5	-50	-0.6	-32	-19	-0.8	-0.4	-2.0	-0.3	-250	0
13	COc1cc(CN2CCN(Cc3ccc(C(F)(F)F)cc3)CC2)cc(OC)c1OC	-3.8	1	-1.5	-1	4	-0.2	-0.9	-2.2	-4.5	-3	-3
14	CCCC1NC(=O)c2cc3ccccc3cc2-n2c1nc1cc(Cl)ccc1c2=O (configuration not stated)	0.7	1	1.4*	-2	2	-0.4	0.9	0.7	-0.2	4	1
15	Cc1ccc(NC(=O)OCC(F)(F)C(F)F)cc1NC(=O)OCC(F)(F)C(F)F	-1.8	-22	-1.1	-2	-9	1.0	-0.8	0.5	-0.3	8	-4
16	Clc1ccccc1N1CCN(c2ncnc3nc[nH]c23)CC1	-2.3	9	-1.3	22	2	0.5	0.4	-1.2	-1.2	-9	-2
17	O=C(O)c1cc(-c2ccccc2)n(-c2ccccc2)n1	-0.4	0	-0.7	1	4	-1.2	0.2	0.3	0.8	-10	-3
18	Cc1ccc(S(=O)(=O)N2CCOCC2)cc1C(=O)OCC(=O)NCc1ccc2c(c1)OCO2	-0.6	10	-1.0	-1	-1	0.5	-1.1	-0.2	0.3	-15	-1
19	COc1cc(/C=C/C(=O)N2CCc3ccccc3C2)cc(OC)c1OC	-3.0	5	-1.5	3	-2	3.2	-0.2	-0.2	-2.0	-60	-3
20	CNC(=O)CSc1nc2ccccc2c(=O)n1CCc1ccccc1	0.2	4	-0.2	0	-6	1.8	0.0	0.6	0.5	13	-1

# (next part)
no.	mol	hcDAF12 agonist	HGIII-sPLA2 inh	ssDAF-12 act	GC-A act	GC-B act	FXN GAA850 act	DAX1 inh-1	DAX1 inh-2	hgDAF12 agonist	ADAM10 inh	SMARCA2 act
21	CC(C)CNC(=S)NC1CC2CCCC(C1)N2C1CCCCC1 (configuration not stated)	-0.7	7	-1.6	1	4	-0.5	0.8	-1.1	-0.8	-3	-2
22	COCCCN1C(=O)C(CC(=O)NCc2cccs2)CC(C(=O)N(C(C)C)C(C)C)=C1C (configuration not stated)	-0.7	-2	-0.8	-1	0	/	0.3	/	0.2	1	-2
23	O=C1CCC(c2ccccc2)N1c1ccccc1 (configuration not stated)	0.2	-2	0.4	1	1	-1.4	0.2	3.3	-0.6	7	-4
24	CC1=CC(=O)C(C2CCCCC2)=C/C1=N\OS(=O)(=O)c1ccccc1	-4.2	-3	-2.6	-3	4	/	/	/	-5.6	5	/
25	CCOc1ccccc1NC(=O)C(OC(=O)c1ccccc1NS(=O)(=O)c1cccs1)c1ccccc1 (configuration not stated)	-0.6	-27	-1.6	-4	1	3.2	-0.2	-0.6	-0.9	10	-4
26	Cc1cc(C(=O)Nc2ccon2)ccc1[N+](=O)[O-]	0.0	0	-1.9	-2	1	0.9	0.2	/	2.0	-1	-1
27	CCC(C(=O)NCCN1CCOCC1)n1nc(C)n2c(cc3sccc32)c1=O (configuration not stated)	0.1	9	-0.3	2	2	1.0	1.9	0.7	0.5	3	3
28	O=C(CC(=O)c1cccs1)c1ccncc1	5.0	1	0.2	-2	2	2.8	3.7*	2.6	25*	-9	10*
29	O=S(=O)(c1ccccc1)c1cnn2c(C(F)(F)F)cc(-c3ccccc3)nc12	0.6	2	-0.8	2	0	-2.2	-0.8	0.8	2.4	-26	3
30	C=CC[C@H](CC(=O)N(CCO)Cc1ccccc1)C(=O)N[C@@H](COC(=O)[C@H](CC=C)CC(=O)OC(C)(C)C)Cc1c[nH]c2ccccc12	-1.9	-93	-1.4	-8	-7	-4.4	-0.4	0.2	-2.3	13	0
31	O=C(c1cccs1)C1CCCN(Cc2nc(Cc3ccccc3F)no2)C1 (configuration not stated)	-1.5	-6	-1.4	1	-2	1.8	-0.8	0.9	-1.6	-1	-3
32	CCN(CC)C(=O)CNc1ccc(C(F)(F)F)cc1[N+](=O)[O-]	0.8	4	-1.2	3	6	1.2	-0.1	0.3	-1.8	5	-3
33	Cc1ccsc1C(=O)OCC(=O)NCCC1=CCCCC1	2.9	-2	-0.7	0	-4	5.8	1.2	1.5	3.7	1	8.4*
34	Cc1ccc2cc(C#N)c(NCCNC(=O)C3CCC3)nc2c1C	-2.0	2	-1.6	-2	-5	1.6	-0.5	-1.2	-3.2	-138	-3
35	COCCCn1c(=O)/c(=C\c2ccccc2OC(F)F)s/c1=C(/C#N)C(=O)N1CCOCC1	-1.4	-8	-1.4	-1	1	-0.6	-0.2	-1.2	-0.8	-10	-2
36	Cc1c(C#N)c2ccccc2n1CC(=O)N1CCc2ccccc2C1	-0.7	-2	-0.5	-9	-7	1.3	0.9	0.3	1.4	-10	-2
37	O=C(COc1ccc2ccc(=O)oc2c1)NCCCN1CCCC1=O	1.1	3	-1.5	5	-1	-1.2	-2.3	0.1	3.0	-91	-1
38	O=c1[nH]c(SCc2cccc(F)c2)nc2c1CCCC2	-2.0	-8	-1.3	-3	-7	-1.6	0.1	-0.5	-1.3	-4	-4
39	O=C(CCN1C(=O)/C(=C\c2cccs2)SC1=S)Nc1nccs1	-1.3	5	-0.7	-8	-2	0.8	0.7	-0.5	0.1	-10	-3
40	C[C@@]12C(=O)N(Cc3ccco3)CC(=O)N1[C@H]1c3ccccc3OC[C@@H]1[C@@H]2c1ccccc1	0.2	-8	-1.3	-4	-6	2.2	1.2	-0.3	4.2	11	1

# The listing continues:
no.	mol	hcDAF12 agonist	HGIII-sPLA2 inh	ssDAF-12 act	GC-A act	GC-B act	FXN GAA850 act	DAX1 inh-1	DAX1 inh-2	hgDAF12 agonist	ADAM10 inh	SMARCA2 act
41	CCOC(=O)N1CCC(N2C(=O)c3ccccc3C2Nc2ccc(S(=O)(=O)N(CC)CC)cc2)CC1 (configuration not stated)	-1.1	-13	-1.5	-4	-5	-0.6	0.3	-2.5	-4.0	-6	-1
42	CC1(C)CN(c2cccc(-c3ccnc4ncnn34)c2)C1=O	-0.2	3	-2.2	8	4	1.7	-1.0	-0.3	-2.9	-2	3
43	Cc1cccc(NC(=O)C2CCCN(C(=O)Nc3ccc(F)cc3)C2)c1 (configuration not stated)	-2.6	-8	-1.5	1	-6	-0.9	0.3	0.1	-0.7	-1	-2
44	CCC1CCCCN1Cc1ccc(OC)c(C)c1 (configuration not stated)	0.8	5	-1.1	-1	-7	2.8	0.3	-0.4	-0.2	1	-1
45	CCN(C(=O)CN1C(=O)NC(c2ccccc2)(c2ccc(C)c(C)c2)C1=O)C1CCCCC1 (configuration not stated)	-2.1	-19	-1.1	-5	-4	-2.5	-0.5	0.2	-3.6	17	-2
46	Cc1ccc(-n2cnc3c(sc4nc(N5CCOCC5)c5c(c43)CCCC5)c2=O)cc1	1.4	10	-1.9	10	5	-0.2	0.2	/	3.3	-12	-1
47	COC(=O)C1(C)NC(c2cccs2)C2C(=O)N(c3ccccc3F)C(=O)C21 (configuration not stated)	1.6	-4	-0.9	0	-1	1.8	0.1	0.8	-0.8	-3	-2
48	CCOc1ncccc1C(=O)OCc1cccc([N+](=O)[O-])c1	-0.8	-2	-1.9	1	0	5.9	1.4	-0.8	-0.4	5	0
49	CN1C(=O)c2ccc(NC(=O)c3cccc4ccccc34)cc2C1=O	-0.2	-6	-0.9	2	1	2.0	0.2	-0.7	3.5	-10	-1
50	O=C(CN1CCN(c2ccc(Cl)cc2)CC1)c1ccc2c(c1)OCO2	-2.0	10	-1.1	2	0	1.7	-0.8	-0.7	0.7	-5	0
51	COc1ccc(Cl)cc1NC(=O)CCS(=O)(=O)c1cc2c(cc1C)NC(=O)CO2	1.8	18	0.1	-1	10	0.3	-0.5	3.3	3.4	-6	2
52	CC(C)(C)c1ccc(C(=O)N2CCN(c3ncccn3)CC2)cc1	-1.6	-3	-0.6	1	1	0.5	0.5	0.3	-0.2	-12	-1
53	COc1cc(/C=C/C(=O)OCC(=O)Nc2ccc3c(c2)OCCO3)ccc1O	-1.1	-6	-1.3	0	-3	-0.7	0.0	-0.5	0.9	-46	0
54	COc1c2c(nc3occc13)C(CC=C(C)C)(OC)C(OC(C)=O)CC2 (configuration not stated)	-1.4	7	-1.6	-24	-18	-1.8	-0.4	0.3	-2.6	5	-3
55	CCNS(=O)(=O)c1ccc(CCC(N)=O)cc1	-1.2	0	-1.3	1	-1	2.7	-0.2	0.1	0.3	-1	2
56	Cc1ccc(NC(=O)CCS(=O)(=O)c2ccc3c(c2)NC(=O)C(C)S3)cc1Cl (configuration not stated)	-1.5	-42	-0.9	-32	-14	-3.7	-0.2	1.8	1.0	4	0
57	COc1cccc(CN(C)CC(=O)NNC(=O)c2ccc(Cl)cc2)c1	-3.4	-12	-1.5	1	3	3.5	-0.7	-1.4	-3.3	4	2
58	Cc1ccnc(NC(=O)CCC(=O)N(CC(=O)NC(C)(C)C)Cc2ccc3c(c2)OCO3)c1	-0.7	-2	0.1	0	0	1.0	-0.4	-0.6	-1.1	1	-2
